MT stabilizer: microtubule stabilization, imaging screen; HeLa tubulin immunostaining HCS, 24 h; share of cells brighter than vehicle mean+2SD; % tubulin-high responders, % at 10 µM; 200,000 tested, 0.83% active;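 active = plate Z-score above 3 for both tubulin-high and condensed-nucleus cell shares, with cell loss under 80%, at 10 µM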;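 also: anti alpha tubulin signal scored within the nucleus-defined area of each cell; some results filed as inactive read as strong as hits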
M1AAP inhibition: malaria alanyl aminopeptidase activity blockers – biochemical, fluorogenic H-Leu-NHMec substrate, 1536-well (AID 1445). recombinant M1AAP, H-Leu-NHMec fluorogenic kinetic assay; higher % means a stronger effect. one-dose inhibition, % at 30 µM; IC50 in µM for titrated hits. 220,000 tested, 0.42% active;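 active = primary inhibition above the hit cutoff, then over 50% inhibition at one or more dose response concentrations, cut at about 23% in these data, passing the limit was not always enough; inconclusive = conflicting primary data, or primary hits not chosen for dose response; inactive = low primary inhibition, or under 50% at every dose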;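 also: plate controls were DMSO full reaction for no effect and no enzyme background for full effect; strong numbers were not always called active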
Dynein cargo inh: blocks dynein driven cargo transport along microtubules | 3617.4 mouse cells, GR-EGFP nuclear translocation imaging; test concentration mostly 20 µM; stimulated with dexamethasone, 1 µM; hits give low values | z-score, hits read low | 220,000 tested, 0.47% active | AID 1381;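 active = plate z-score of nuclear minus cytoplasmic receptor signal below a set negative limit, without overly bright fluorescence or cell loss, cut at about -3.5 in these data, passing the limit was not always enough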;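 also: z-score of nuclear minus cytoplasmic ring GR-EGFP intensity difference per well; some compounds called inactive have numbers as strong as hits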
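Buffer or medium: tet-free medium with charcoal-stripped serum / Also added: dexamethasone agonist, 1.0 µM final, for 30 min / Timing: induction 48 h, compound 1 h, agonist 30 min / Measured by: high-content fluorescence imaging after fixation / Read-out: nuclear-to-cytoplasmic GR-EGFP distribution per well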
P. falciparum M17LAP: P. falciparum M17LAP inhibitors, primary screen, biochemical, fluorogenic H-Leu-NHMec substrate, 1536-well (AID 1619); recombinant M17LAP, H-Leu-NHMec fluorogenic kinetic assay; higher % means a stronger effect; inhibition, % at 30 µM; hits with a dose series show IC50 in µM; 220,000 tested, 0.38% active;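 active = compound inhibiting the enzyme by more than half at any dose during confirmatory dose-response retesting; inconclusive = strong single-dose inhibitors picked by rank but not retested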;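 also: plate controls were full reaction with DMSO carrier for no effect and no enzyme background for full effect; strong numbers were not always called active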
T cell HTS: T cell immune modulators affecting CD8 T cell-vesicle binding; 2C CD8+ T cell-vesicle binding, flow cytometry; hits give low values; calls only at 7 µM; 330,000 tested, 0.068% active;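 active = response, share of CD8 T cells binding vesicles, and their 90th percentile fluorescence all below set limits, cut at about 80% in these data, passing the limit was not always enough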
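material = purified 2C TCR transgenic mouse naive CD8+ T cells | controls = Unloaded micro-vesicles (low), QL9 vesicles with 0.7% DMSO (high) | detection = cytometric PE anti-B7-1 and Alexa647 anti-CD8 signals after 1% paraformaldehyde fixation | incubation = binding step 1.5 h, 37 °C, antibody labelling 20 min, ice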
WT yeast gro inh: growth inhibition of WT yeast, mitochondrial fusion screen; mitochondrial fusion phenotypic screen, WT strain; inhibition, % at 10 µM; 190,000 tested, 2.1% active; AID 1362; in the data active = inhibition above about 58%; tested in S. cerevisiae
Yfh1-depleted yeast: enhancers of respiration in Yfh1-depleted yeast, dose response, Friedreich's ataxia, plus single-dose screen (AID 1465); S. cerevisiae Yfh1-off respiration, WST-1 reduction, 72 h; higher fold induction means a stronger effect; fold induction at 50 µM, or EC50 in µM where a hit was titrated; 220,000 tested, 0.074% active;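 active = fold induction of absorbance versus untreated yeast above a set limit, then at least 30% activation at any dose in follow-up; inconclusive = repeats straddling the limit, or above it without dose testing; inactive = fold induction below the set limit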;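 also: activators that raise dye reduction in frataxin-depleted yeast; strong numbers were not always called active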
b-catenin transl: modulators of beta-catenin nuclear translocation; nuclear translocation activity, % at 5 µM; 190,000 tested, 0.3% active; HeLa beta-catenin nuclear translocation, immunofluorescence imaging;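 active = nuclear translocation activity above 50% at 5 µM, with a well cell count of 50 or more; inconclusive = wells under 50 cells across six images, flagged as toxic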;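 also: per-cell ratio of nuclear to cytoplasmic median beta-catenin stain intensity; plate controls were DMSO negative control for no effect and GSK-3 inhibitor IX positive control for full effect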
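Read-out: Nuclear/cytoplasmic beta-catenin signal ratio, % activation | Assay system: Human HeLa cell line | Times: 24 h compound exposure at 37°C, 5% CO2 | Signal: Fluorescence imaging of beta-catenin antibody stain plus DAPI | Dosing: 5 µM primary, 0.02–20 µM confirmation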
Autophagy HCS: modulators of autophagy | 190,000 tested, 0.98% active | calls only at 10 µM (by protocol) | MEF GFP-LC3 puncta imaging; test concentration mostly 10 µM | AID 463193;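 active = percentage of spot-positive cells more than 3 SD above its plate mean, without a fluorescence outlier flag or 80% toxicity; inconclusive = no clear call, values can overlap the other calls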;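 also: spot-positive cell cutoff set from DMSO-treated cells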
WT yeast gro inh mutant strain: second read-out of WT yeast gro inh, no call of its own (marks repeat the call); inhibition, %; mitochondrial fusion phenotypic screen, mutant strain inhibition
Dynein cargo inh cytoplasmic EGFP: recorded beside Dynein cargo inh, whose call it bears; z-score; measured here: cytoplasmic GR-EGFP intensity; hits give high values
Dynein cargo inh nuclear GR-EGFP: recorded beside Dynein cargo inh, whose call it bears; z-score; measured here: nuclear GR-EGFP intensity;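 lower value marks the stronger effect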
Dynein cargo inh cell count: also measured in Dynein cargo inh; calls as there; z-score; measured here: cell count per field
b-catenin transl cell count 5 µM: also measured in b-catenin transl; calls as there; cell count; measured here: cell count, cytotoxicity flag
T cell HTS vesicle-bound %: second read-out of T cell HTS, no call of its own (marks repeat the call); double positive events, %; measured here: CD8+ vesicle-bound cell fraction;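 binding gate set so that unloaded-vesicle control wells show 10% double positive cells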
MT stabilizer Hoechst-high %: second read-out of MT stabilizer, no call of its own (marks repeat the call); % Hoechst-high responders; measured here: nuclear condensation Hoechst responders;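 share of cells brighter than vehicle mean plus two SD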
MT stabilizer cytotoxicity %: second read-out of MT stabilizer, no call of its own (marks repeat the call); toxicity, %; measured here: cytotoxicity by cell density;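 0% = mean cell density of plate MIN control wells and 100% = no cells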
Autophagy HCS cell loss 18 h: further read-out of Autophagy HCS, marked with its call; toxicity, %; measured here: cell loss, nuclei count;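 cell loss after 18 h compound exposure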
The depositor's hits bear a star; i = inactive; ? = inconclusive; · = not tested or not shown. Rows are unselected; overall some 4.4% were active at least once.

Results follow in this order: WT yeast gro inh mutant strain	Yfh1-depleted yeast	T cell HTS	Dynein cargo inh nuclear GR-EGFP	Autophagy HCS	MT stabilizer Hoechst-high %	Dynein cargo inh cell count	P. falciparum M17LAP	Dynein cargo inh	Autophagy HCS cell loss 18 h	WT yeast gro inh	M1AAP inhibition	MT stabilizer	Dynein cargo inh cytoplasmic EGFP	MT stabilizer cytotoxicity %	b-catenin transl cell count 5 µM	b-catenin transl	T cell HTS vesicle-bound %
O=C(Nc1cccnc1)C1OCCc2ccccc21 (stereo unspecified)
  1	i	i	0.053	i	1.5	0.46	5%	-0.46	-6	-11	10%	3.3	-0.22	1.9	1120	-0.8	20
COc1ccc(OC)c(S(=O)(=O)N2CCCC(C)C2)c1 (stereo unspecified)
  9	i	i	-0.14	i	3.5	1	-4%	-0.11	1	20	-7%	3.4	-0.23	7.7	1205	-2.3	19
COc1ccc(C2NCCc3cc(OC)c(OC)cc32)cc1OC (stereo unspecified)
  -12	i	i	0.069	i	2.3	0.61	1%	-1.2	12	-9	4%	3.2	-0.28	7.0	1137	0.3	26
COc1cccc(/C=N\NC(=O)C2C(=O)NCC2c2ccccc2)c1O (stereo unspecified)
  10	i	i	-0.62	i	2.5	0.59	10%	-0.46	5	3	?	2.0	-0.18	2.8	1498	2.7	45
O=C(N/C(=C/c1ccco1)C(=O)N1CCCC1)c1cccs1
  -15	i	i	-0.029	i	1.7	0.66	13%	0.65	-32	1	13%	3.7	-0.18	6.6	·	·	14
CCOc1ccc(C2CC(c3cccc(OC)c3)Nc3nc(N)nn32)cc1 (stereo unspecified)
  -2	i	·	-0.47	·	1.9	0.59	0%	-0.92	·	2	5%	8.2	-0.19	6.1	1152	-2.5	·
O=C(c1cccc(S(=O)(=O)N2CCCC2)c1)N1CCN(c2ccccc2F)CC1
  2	i	i	-0.87	i	2.4	0.035	1%	-0.44	-4	-10	5%	3.9	-0.27	3.6	812	8.2	54
CC1CCN(c2ccc([N+](=O)[O-])cc2C(N)=O)CC1
  -16	i	i	-0.66	i	1.1	0.52	13%	-0.26	-15	3	8%	5.4	-0.24	13	1527	0.9	46
Cc1ccc(-c2n[nH]c(=S)n2/N=C/C=C/c2ccccc2[N+](=O)[O-])cc1
  2	?	i	0.065	i	1.4	0.72	9%	-0.45	1	18	9%	2.1	-0.14	6.6	1123	3.0	37
CCOCCCNC(=O)c1c(C)c(C(=O)OCC)n(C)c1C
  -6	i	i	1.9	i	3.3	-0.87	8%	1.6	-8	3	7%	2.6	0.5	6.3	1062	0.3	54
O=C(O)C1Cc2[nH]cnc2C(c2ccccc2O)N1 (stereo unspecified)
  6	i	i	-0.35	i	2.4	0.69	19%	-1.2	13	-2	10%	1.2	-0.25	4.8	502	-4.5	6
O=C(c1ccc(-c2ccccc2)cc1)N1CCN(c2ccccn2)CC1
  37	i	i	-0.24	i	1.8	0.085	1%	-0.46	-28	41	2%	3.1	-0.27	12	991	0.0	13
COc1ccc2c(=O)c(-c3ccccc3C)c(C)oc2c1
  10	i	i	-0.24	i	1.0	0.24	-8%	-0.29	-1	32	-2%	1.3	-0.21	4.5	1359	-1.1	54
O=C(CCC(=O)Nc1ccccc1)N/N=C/c1ccco1
  -59	i	i	0.15	i	1.4	0.54	9%	0.31	0	-15	10%	2.1	-0.21	5.2	1133	-0.8	11
COC(=O)C1=C(C)NC(c2c(O)ccc3ccccc23)C(C(=O)OC)=C1C (stereo unspecified)
  -13	i	i	-0.6	i	4.5	0.56	10%	-0.41	-9	-5	2%	1.0	-0.31	7.4	618	-0.3	42
c1ccc2c(c1)CC1(CCCC1)n1nnnc1-2
  -6	i	·	-0.61	i	3.0	0.52	-10%	-1.6	13	-8	11%	2.5	1.5	6.1	1117	0.8	·
CC(=O)NC(=O)c1cnn(-c2ccccc2)c1N
  ·	i	i	-0.36	·	·	0.23	4%	-0.52	·	·	-3%	·	-0.22	·	1289	0.2	33
C=CCn1c(=O)[nH]c2cc(C(=O)N3CCN(c4ccc(C(C)=O)cc4)CC3)ccc2c1=O
  24	·	i	0.05	i	2.3	0.22	2%	-0.58	-3	22	7%	2.2	-0.13	5.0	1178	-4.1	58
Cc1ccc(/C=N/NC(=O)CC(=O)NCc2cccnc2)cc1
  1	i	i	0.13	i	2.0	0.81	15%	-0.32	12	3	-3%	1.9	-0.27	1.9	1066	1.0	55
COc1ccc(C(=O)C[n+]2ccc3c(c2)nnn3-c2ccccc2)cc1
  -4	i	i	-0.24	i	1.8	0.92	3%	-0.76	1	6	6%	1.6	0.16	6.6	955	-1.3	64
O=C1NCCCC1C(=O)N/N=C/c1cccc(O)c1 (stereo unspecified)
  -14	i	i	0.51	i	1.6	-0.86	-9%	0.084	-9	-22	4%	1.6	-0.2	11	940	-0.5	53
COc1cc(C2c3c(oc4ccccc4c3=O)C(=O)N2Cc2cccnc2)cc(OC)c1OC (stereo unspecified)
  11	i	·	0.41	i	1.7	0.038	3%	-0.00074	78	13	5%	2.2	-0.2	8.2	1127	0.5	·
COC(=O)C1=C(C(=O)OC)[C@@H]2N(C)c3ccccc3[C@@]23C[C@@H](C(=O)OC)N(C(=O)c2cc(C)oc2C)C3=N1
  ·	i	i	-0.11	·	·	-0.12	4%	-0.31	·	·	3%	·	-0.81	·	1103	1.3	23
O=C(O)CC(C(=O)OCC1CCCO1)N1CCOCC1 (stereo unspecified)
  27	i	i	-0.89	i	2.9	-0.27	-9%	-0.73	6	-17	-5%	4.2	0.25	6.2	749	-0.2	22
O=C(c1ccc(Cl)c([N+](=O)[O-])c1)N1CCN(Cc2ccc3c(c2)OCO3)CC1
  13	i	i	-0.45	i	2.0	0.63	0%	-0.97	10	5	7%	1.7	-0.24	9.2	874	4.4	46
N#CC1=C2N=C(N)c3c(sc4c3CCCCC4)N2C2=C(C(=O)CCC2)C1c1ccccc1 (stereo unspecified)
  4	i	i	-0.03	i	1.5	1.7	17%	-1	32	-9	12%	2.6	0.57	10	853	-2.0	18
Cc1ccc2[nH]c3c(=O)n4c(nc3c2c1)SCC4
  2	i	i	0.84	i	3.1	-1.1	-8%	0.93	15	-6	12%	3.3	-0.28	9.2	1076	1.2	41
Cc1cccc2cc(CN(Cc3ccc(F)cc3)C(=O)N3CCOCC3)c(=O)[nH]c12
  -6	i	i	-0.66	i	2.2	-0.15	7%	-1	0	2	4%	3.0	-0.2	5.1	579	2.6	34
Clc1ccccc1CSC1=NCCN1
  9	i	i	-0.24	i	1.2	0.24	-1%	-0.6	27	2	-3%	3.4	-0.26	6.0	985	-0.1	46
Cc1ccc(C(=O)N2C3C=CC(C3)C2(C(F)(F)F)C(F)(F)F)cc1 (stereo unspecified)
  9	i	i	-1	i	1.3	0.33	-6%	-0.36	3	-5	5%	3.0	-0.18	3.1	1326	-1.3	8
Cc1cc(S(=O)(=O)N2CCCC2)ccc1OCC(=O)N1CCC(C(N)=O)CC1
  -13	i	i	0.54	i	1.8	-1.1	0%	0.63	1	-2	6%	1.2	-0.1	2.8	1021	0.7	33
CCCCCn1c(CCNC(=O)CCC)nc2ccccc21
  3	i	i	0.079	·	3.2	-0.18	4%	-0.091	·	3	-1%	1.2	-0.13	9.2	1108	0.4	32
CCCc1c(O)nc(SCCN(CC)CC)[nH]c1=O
  -4	i	i	0.82	i	1.6	-0.41	-2%	1.6	-8	-10	-1%	2.8	0.096	5.2	1223	-3.9	30
COC(=O)c1ccc(Cn2c(CN3CCOCC3)nc3ccccc3c2=O)o1
  -5	i	i	-0.31	i	2.0	0.86	9%	-0.47	1	19	3%	1.4	-0.22	9.9	854	-2.7	35
CC1CCN(S(=O)(=O)c2ccc3c(c2)CCN3C(=O)CCC(=O)O)CC1
  9	i	i	-0.52	i	2.6	0.85	-2%	-0.72	17	14	2%	3.0	-0.38	3.9	1260	-1.9	56
Clc1cccc(OCc2nc(-c3ccncc3)no2)c1
  20	i	i	-0.19	i	1.7	1.2	3%	-0.42	-27	10	3%	2.2	-0.096	0.1	1028	-4.8	52
CC(C)N(Cc1nccn1C)C(=O)CC1C(=O)NCCN1Cc1ccccc1C(F)(F)F (stereo unspecified)
  9	i	i	-0.34	i	2.0	0.27	-1%	-0.29	8	-3	1%	3.1	-0.28	2.6	928	-0.2	57

From PubChem BioAssay
